Assay outcomes (PubChem)
FUS suppressor – qHTS for Suppressors of FUS Proteinopathy: Primary screen using FUS-linked yeast assay. S. cerevisiae FUS-expressing, growth rescue, OD600, 24 h. Potency, µM (doses to about 76.6 µM), for the others: at the top dose growth rescue (activation), actives largely listed as activators. 390,000 tested, 0.24% active;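 note: plate controls were DMSO vehicle for no effect and reference control for full effect; nearly all actives have a fitted effect of over 55% in size; some results filed as inactive show a strong effect at the top dose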
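Read-out: OD at 600 nm after 24hr at 30C, reporting rescue of FUS-induced yeast toxicity. Cells at OD 0.005 in galactose (2%) minimal medium; compounds tested in a dilution series; CP55940 titration from 92uM final as control.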
TDP43 rescue – qHTS of TDP-43 Inhibitors | TDP-43 expressing yeast growth rescue, BacTiter-Glo, 24 h | AID 652104, 2013 | 410,000 tested, 1.8% active | Potency, µM (doses to about 46.1 µM), inactives show top-dose growth rescue (activation), usual class: activators; note: % of control where 0% means no effect; nearly all actives have a fitted effect of over 50% in size
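Yeast expressing TDP-43 (pregrown in raffinose, seeded at OD600=0.02 in galactose medium) exposed to compounds 24 hr at 30 deg C. Growth read by BacTiter-Glo luminescence; rescue of toxicity appears as increased signal.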
PTHR1 agonist – qHTS for PTHR1 Agonists: Primary Screen. Parathyroid hormone/parathyroid hormone-related peptide receptor (Homo sapiens), Q03431. HEK293 GP2 PTHR1 cells, GloSensor cAMP luminescence, 1 h. Potency, µM (highest dose often 115 µM), for the others: at the highest dose activation, actives largely listed as activators. 410,000 tested, 0.075% active. AID 743266, 2014; note: nearly all actives have a fitted effect of over 55% in size; some results filed as inactive show a strong effect at the top dose; inactives centre near -15; many of its hits are not listed in these tables
Target sequence (Q03431 whole entry, looked up): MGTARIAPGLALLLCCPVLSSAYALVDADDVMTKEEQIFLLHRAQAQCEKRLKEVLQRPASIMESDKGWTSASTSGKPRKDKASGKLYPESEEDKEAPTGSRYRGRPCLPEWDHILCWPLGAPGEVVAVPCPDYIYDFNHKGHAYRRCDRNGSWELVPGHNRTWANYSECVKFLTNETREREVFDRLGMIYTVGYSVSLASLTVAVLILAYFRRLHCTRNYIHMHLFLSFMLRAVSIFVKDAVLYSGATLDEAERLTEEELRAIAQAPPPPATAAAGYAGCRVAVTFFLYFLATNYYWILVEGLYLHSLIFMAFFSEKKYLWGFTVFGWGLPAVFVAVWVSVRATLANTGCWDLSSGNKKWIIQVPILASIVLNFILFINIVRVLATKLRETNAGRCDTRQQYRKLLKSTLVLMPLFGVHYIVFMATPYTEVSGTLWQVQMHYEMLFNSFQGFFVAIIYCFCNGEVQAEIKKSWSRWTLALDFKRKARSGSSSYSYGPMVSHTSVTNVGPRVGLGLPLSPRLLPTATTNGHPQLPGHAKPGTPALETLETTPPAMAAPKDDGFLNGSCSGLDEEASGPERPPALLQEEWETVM
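HEK-293-derived GP2 cells expressing PTHR1 and a GloSensor cAMP reporter, 3,000/well, plated overnight, given luciferin plus IBMX (each 0.5 mM as added) for 1 h at 37 °C, then compound for 1 h at 37 °C. Luminescence was read after 15 min at room temperature.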
The depositor's hits bear a star; [ ] = remark or other dose. Calls come from the whole dose curve; as a rule, active = well fitted curve in the direction sought with a large enough effect; inconclusive = small, poorly fitted or top-dose-only effect, or another doubt; inactive = no such curve, though single readings can be large; an effect the other way counts as inactive or inconclusive. Potency is the fitted concentration of half-maximal effect.

`COc1ccc(C(=O)Oc2ccc(C(c3c(C)[nH][nH]c3=O)c3c(C)[nH][nH]c3=O)cc2)cc1` gave FUS suppressor 41%, TDP43 rescue inconclusive and PTHR1 agonist inactive.
Screening CCOc1cccc(OCCCn2c(-c3ccc(Br)cc3)nc3ccccc3c2=O)c1 returned FUS suppressor -15%, TDP43 rescue 20% and PTHR1 agonist inactive.
Screening COc1ccc(N2CCN(CC(O)COc3ccccc3C(C)(C)C)CC2)cc1 (stereo not drawn) returned FUS suppressor 13%, TDP43 rescue 0% and PTHR1 agonist -36%[inhibitor].
Screening COc1ccc(OC)c2sc(N(CCCN(C)C)C(=O)c3ccco3)nc12 returned FUS suppressor -7%, TDP43 rescue -10% and PTHR1 agonist -23%.
For CCOC(=O)c1ccc(NC(=O)Cn2cc(C(=O)c3cccs3)c3ccccc32)cc1 the results were FUS suppressor 33%, TDP43 rescue 20% and PTHR1 agonist -6%.
COc1ccccc1C(=O)Nc1onc2c1CCCC2 was read as FUS suppressor -4%, TDP43 rescue inconclusive and PTHR1 agonist -37%.
For CCOc1ccc(NC(=O)c2sc3nc4c(cc3c2N)CCCCCC4)cc1 the results were FUS suppressor 6%, TDP43 rescue -1% and PTHR1 agonist -58%[inhibitor].
For CCCN(Cc1cccs1)C(=O)Nc1cc(Cl)ccc1C the results were FUS suppressor -9%, TDP43 rescue inconclusive and PTHR1 agonist -42%[inhibitor].
`CCCN(C(=O)CCc1nc(-c2ccc(OC)cc2)no1)c1ccccc1F` gave FUS suppressor 26%, TDP43 rescue 20% and PTHR1 agonist -20%.
For Cc1cccc(N(C)C(=O)Cn2c(=O)oc3cc(S(=O)(=O)N4CCCCC4)ccc32)c1 the results were FUS suppressor 1%, TDP43 rescue 22% and PTHR1 agonist inactive.
Screening CCOc1cccc2cc(-c3nc(-c4ccccc4C)no3)c(=O)oc12 returned FUS suppressor -21%, TDP43 rescue 7% and PTHR1 agonist -32%[inhibitor].
For COc1ccc(S(=O)(=O)NCC(c2ccco2)S(=O)(=O)c2cccs2)cc1OC (stereo not drawn) the results were FUS suppressor 8%, TDP43 rescue 0% and PTHR1 agonist inactive.
`CCOc1ccc(NC(=O)CSc2cn(CC(=O)N3CCOCC3)c3ccccc23)cc1` gave FUS suppressor 22%, TDP43 rescue 19% and PTHR1 agonist -28%.
O=C(NCCCc1ccccc1)C1CCN(C(=O)N2CCOc3ccc(Cl)cc32)CC1 was read as FUS suppressor 23%, TDP43 rescue inconclusive and PTHR1 agonist -17%.
`Cc1ccc(C(=O)COC(=O)c2cc(-c3cccs3)nc3ccccc23)cc1` gave FUS suppressor 4%, TDP43 rescue 4% and PTHR1 agonist 0%.
For Cc1ccc2cc3cc(C(=O)N4CCN(c5cccc(C(F)(F)F)c5)CC4)sc3nc2c1 the results were FUS suppressor -25%, TDP43 rescue 5% and PTHR1 agonist -17%.
`COc1ccccc1C(=O)OCc1cc(=O)n2c(C)csc2n1` gave FUS suppressor 6%, TDP43 rescue 35µM* and PTHR1 agonist -17%.
For COc1ccc(C)cc1NC(=O)Cn1c(=O)ccc2cc(S(=O)(=O)N3CCC(C)CC3)ccc21 the results were FUS suppressor inconclusive, TDP43 rescue -9% and PTHR1 agonist -2%.
O=C(Nc1cccc(F)c1)c1oc2ccccc2c1NC(=O)C12CC3CC(CC(C3)C1)C2 was read as FUS suppressor -17%, TDP43 rescue 9% and PTHR1 agonist -6%.
Screening Cc1nn(CCC(=O)Nc2cc(F)ccc2F)c(=O)c2nn(-c3ccccc3)c(C)c12 returned FUS suppressor 6%, TDP43 rescue 1% and PTHR1 agonist inactive.

Next part, overlapping the part above by 5 compounds.
For Cc1ccc2cc3cc(C(=O)N4CCN(c5cccc(C(F)(F)F)c5)CC4)sc3nc2c1 the results were FUS suppressor -25%, TDP43 rescue 5% and PTHR1 agonist -17%.
`COc1ccccc1C(=O)OCc1cc(=O)n2c(C)csc2n1` gave FUS suppressor 6%, TDP43 rescue 35µM* and PTHR1 agonist -17%.
For COc1ccc(C)cc1NC(=O)Cn1c(=O)ccc2cc(S(=O)(=O)N3CCC(C)CC3)ccc21 the results were FUS suppressor inconclusive, TDP43 rescue -9% and PTHR1 agonist -2%.
O=C(Nc1cccc(F)c1)c1oc2ccccc2c1NC(=O)C12CC3CC(CC(C3)C1)C2 was read as FUS suppressor -17%, TDP43 rescue 9% and PTHR1 agonist -6%.
Screening Cc1nn(CCC(=O)Nc2cc(F)ccc2F)c(=O)c2nn(-c3ccccc3)c(C)c12 returned FUS suppressor 6%, TDP43 rescue 1% and PTHR1 agonist inactive.
For Cc1cc(C)c(OCCOCCn2c(-c3ccc(Cl)cc3)nc3ccccc3c2=O)c(C)c1 the results were FUS suppressor -12%, TDP43 rescue 0% and PTHR1 agonist inactive.
For O=C(NCC(c1cccnc1)N1CCN(Cc2ccccc2)CC1)C(=O)Nc1cccc(F)c1 (stereo not drawn) the results were FUS suppressor 0%, TDP43 rescue 2% and PTHR1 agonist -16%.
For O=C(CSc1nccn1C1CCCC1)Nc1cc(C(F)(F)F)ccc1Cl the results were FUS suppressor 10%, TDP43 rescue 26% and PTHR1 agonist -85%[inhibitor].
For COc1cn(CC(=O)Nc2cccc(C)c2)c(CN2CCCCC2)cc1=O the results were FUS suppressor 13%, TDP43 rescue 12% and PTHR1 agonist inactive.
`Cc1sc(-c2cc3ccccc3oc2=O)nc1-c1ccc(Cl)c(Cl)c1` gave FUS suppressor -11%, TDP43 rescue 9% and PTHR1 agonist -20%.
For COCCCNC(=O)c1sc2nc3n(c(=O)c2c1C)CCC3 the results were FUS suppressor -31%, TDP43 rescue 10% and PTHR1 agonist -16%.
COC(=O)c1c(-c2cccs2)csc1NC(=O)c1ccc(C(C)C)cc1 was read as FUS suppressor 14%, TDP43 rescue 10% and PTHR1 agonist -20%.
Screening CCOC(=O)c1[nH]c(C)c(C(=O)NCc2ccccc2Cl)c1C returned FUS suppressor -22%, TDP43 rescue 10% and PTHR1 agonist -4%.
Screening COc1ccc(NC(=O)CSc2nnc(-c3cccs3)o2)cc1 returned FUS suppressor -3%, TDP43 rescue 12% and PTHR1 agonist -13%.
COc1ccc(C2=C(C)C(=O)N(Cc3ccc(C(=O)NC(C)c4ccccc4)cc3)S2(=O)=O)cc1 (stereo not drawn) was read as FUS suppressor inconclusive, TDP43 rescue -1% and PTHR1 agonist inactive.
`CCc1ccc(NC(=O)c2cc(S(=O)(=O)NC3CCCC3)ccc2F)cc1` gave FUS suppressor 34%, TDP43 rescue 20µM* and PTHR1 agonist inactive.
For CCC(C(=O)Nc1cccc(-c2cn3cccnc3n2)c1)c1ccccc1 (stereo not drawn) the results were FUS suppressor 9%, TDP43 rescue -15% and PTHR1 agonist -16%.
O=C(c1ccco1)N1CCN(c2nc3c(Cl)cccc3s2)CC1 was read as FUS suppressor 24%, TDP43 rescue inconclusive and PTHR1 agonist -7%.
`COc1ccc2c(c1)c1c(c(=O)n(-c3ccc(F)c(Cl)c3)c(=O)n1Cc1ccccc1F)n2C` gave FUS suppressor -4%, TDP43 rescue 19% and PTHR1 agonist inactive.
CCc1ccccc1NC(=O)CSc1ncccc1C(=O)O was read as FUS suppressor -10%, TDP43 rescue inconclusive and PTHR1 agonist -13%.
Fc1ccc(N2CCN(Cc3nnc(-c4ccccc4Cl)o3)CC2)cc1 was read as FUS suppressor 6%, TDP43 rescue inconclusive and PTHR1 agonist inactive.
For COc1ccc(N(C(=O)c2cc(OC)c(OC)c(OC)c2)S(=O)(=O)c2ccc(C)cc2)cc1 the results were FUS suppressor 32µM*, TDP43 rescue -24% and PTHR1 agonist inactive.
Screening CC1CCN(CCCNC(=O)c2cn(C)c3ccc(S(=O)(=O)N(C)C4CCCCC4)cc3c2=O)CC1 returned FUS suppressor 15%, TDP43 rescue 6% and PTHR1 agonist -24%.
CCn1c(=O)cc(OCC(=O)N(C)c2cc(Cl)ccc2C)c2ccccc21 was read as FUS suppressor 23%, TDP43 rescue 11% and PTHR1 agonist -21%.
Screening CC(=O)C1=C(c2ccc(C)cc2)N(C(C)=O)n2c(nnc2C2CCCCC2)S1 returned FUS suppressor 19%, TDP43 rescue 11% and PTHR1 agonist inactive.

In the list so far, three contain two or more sulfur atoms:
For COc1ccc(S(=O)(=O)NCC(c2ccco2)S(=O)(=O)c2cccs2)cc1OC (stereo not drawn) the results were FUS suppressor 8%, TDP43 rescue 0% and PTHR1 agonist inactive.
COC(=O)c1c(-c2cccs2)csc1NC(=O)c1ccc(C(C)C)cc1 was read as FUS suppressor 14%, TDP43 rescue 10% and PTHR1 agonist -20%.
Screening COc1ccc(NC(=O)CSc2nnc(-c3cccs3)o2)cc1 returned FUS suppressor -3%, TDP43 rescue 12% and PTHR1 agonist -13%.

The results go on.
For Cc1cccc(NC(=O)CSc2cn(CC(=O)N3CCOCC3)c3ccccc23)c1 the results were FUS suppressor -9%, TDP43 rescue inconclusive and PTHR1 agonist -15%.
`CCCc1nnc(SCc2cc(=O)c3c(C)cc(C)cc3[nH]2)n1C` gave FUS suppressor -13%, TDP43 rescue 29% and PTHR1 agonist inactive.
Screening Cc1ccc(NC(=O)CSC2=Nc3ccccc3C3=NC(Cc4ccccc4)C(=O)N23)cc1C (stereo not drawn) returned FUS suppressor inconclusive, TDP43 rescue 3% and PTHR1 agonist inactive.
`CC(C)(C)NC(=O)c1cnn(-c2ccccc2)c1C1CCN(C(=O)OC(C)(C)C)CC1` gave FUS suppressor 2%, TDP43 rescue 3% and PTHR1 agonist inactive.
For Cc1ccc(NC(=O)C(Cc2ccccc2)NS(=O)(=O)c2ccc3c(c2)CCC(=O)N3)cc1 (stereo not drawn) the results were FUS suppressor -16%, TDP43 rescue -16% and PTHR1 agonist -13%.
For CCn1cc(C(=O)N(C)c2cc(C)ccc2C)c2cc(OC)c(OC)cc2c1=O the results were FUS suppressor -8%, TDP43 rescue 11% and PTHR1 agonist inactive.
COC(=O)c1ccccc1NC(=O)C1=C(C)C(=O)OC12CCC(C)CC2 (stereo not drawn) was read as FUS suppressor 15%, TDP43 rescue inconclusive and PTHR1 agonist -10%.
Screening CCOC(=O)c1c(C)oc2ncnc(N3CCN(c4ccccc4F)CC3)c12 returned FUS suppressor 20%, TDP43 rescue inconclusive and PTHR1 agonist -10%.
Screening CCCCOC(=O)c1ccc(NC(=O)Cc2coc3ccc(C(C)C)cc23)cc1 returned FUS suppressor 27%, TDP43 rescue -14% and PTHR1 agonist -85%[inhibitor].
CC(=O)N1CCCc2cc(S(=O)(=O)N3CCC(C(=O)NC4CCCCC4)CC3)ccc21 was read as FUS suppressor 23%, TDP43 rescue 19% and PTHR1 agonist -1%.
For O=C(CSc1nc(=O)n(Cc2ccco2)c2c1CCC2)NCc1ccc(Cl)cc1 the results were FUS suppressor 20%, TDP43 rescue 10% and PTHR1 agonist inactive.
For CCN(CC)c1cc(C)nc2nc(-c3ccc(C)cc3)nn12 the results were FUS suppressor 16%, TDP43 rescue 20µM* and PTHR1 agonist -19%.
For Cc1cc2nc(-c3cccc(NC(=O)C(C)C)c3C)oc2cc1C the results were FUS suppressor -11%, TDP43 rescue -1% and PTHR1 agonist -29%.
For CC(C)c1ccc(NC(=O)CN2C(=O)CCc3cc(S(=O)(=O)N4CCOCC4)ccc32)cc1 the results were FUS suppressor 41%, TDP43 rescue inconclusive and PTHR1 agonist inactive.
Screening O=C1[C@@H]2CSC(c3ccc(F)cc3)N2C(=O)N1c1ccc(Cl)cc1 (stereo partly drawn) returned FUS suppressor 28%, TDP43 rescue 14µM* and PTHR1 agonist -45%[inhibitor].
`CCc1ccc(CN(C(=O)c2cc(=O)c3ccc(C)cc3o2)C2CCS(=O)(=O)C2)cc1` (stereo not drawn) gave FUS suppressor 40%, TDP43 rescue 6% and PTHR1 agonist inactive.
Screening CCOC(=O)C1CCN(c2c(C(=O)c3ccc(OCC)cc3)cnc3ccc(OC)cc23)CC1 returned FUS suppressor 39%, TDP43 rescue 26% and PTHR1 agonist -53%[inhibitor].
Screening COc1cc(OC)c(NC(=O)Cn2c(=O)cc(C)c3c(C)nn(-c4ccc(C)cc4)c32)cc1Cl returned FUS suppressor -29%, TDP43 rescue -16% and PTHR1 agonist -18%.

These rows are one share of the data. The share of hits here may be higher or lower than overall.
